D1 antagonist: Antagonist of Human D 1 Dopamine Receptor: qHTS. D(1A) dopamine receptor (Homo sapiens), P21728. HEK293 TREx D1 cells, calcium flux, dopamine EC80; active compounds read low. activity change, negative = inhibition, % at 10 µM. 360,000 tested, 3.2% active. AID 504652, 2011; in the data active means activity change below about -30%; further: on the % scale 0 is the no-effect control and ±100 the full control effect
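Kinetic fluorescence of a calcium dye serves as the read-out. D1-expressing Hek293 Trex cells, induced overnight at 30 C, are exposed to compound for 180 s before an EC80 dopamine addition, then read 180 s further.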
D1 PAM: Potentiators of Human D1 Dopamine Receptor: qHTS; D(1A) dopamine receptor (Homo sapiens), P21728; HEK293 TREx D1 cells, calcium flux, dopamine EC20 potentiation; potentiation, % at 10 µM; 360,000 tested, 0.036% active; AID 504651, 2011; in the data active means potentiation above about 30%; further: 0% is about no effect
TRHR PAM: qHTS for Small Molecule Agonists and Allosteric Enhancers of Human TRH Receptor: Primary Screen for Enhancers; Thyrotropin-releasing hormone receptor (Homo sapiens), P34981; TRHR cells, fluo-8 calcium fluorescence, EC20 TRH enhancement; enhancement, % at 2 µM; 360,000 tested, 0.66% active; AID 493056, 2011; in the data active means enhancement above about 30%; further: 0% is about no effect
Target sequence (P34981 whole entry, looked up): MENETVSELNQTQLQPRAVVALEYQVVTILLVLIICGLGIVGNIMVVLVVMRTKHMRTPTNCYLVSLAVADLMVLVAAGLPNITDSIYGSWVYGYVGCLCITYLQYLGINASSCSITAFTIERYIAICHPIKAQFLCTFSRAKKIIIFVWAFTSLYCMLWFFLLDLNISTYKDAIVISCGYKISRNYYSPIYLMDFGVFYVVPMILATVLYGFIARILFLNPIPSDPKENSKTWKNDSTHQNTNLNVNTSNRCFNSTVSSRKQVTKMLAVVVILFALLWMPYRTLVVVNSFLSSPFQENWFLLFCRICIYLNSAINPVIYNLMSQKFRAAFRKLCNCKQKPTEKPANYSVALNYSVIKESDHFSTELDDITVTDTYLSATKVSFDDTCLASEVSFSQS
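Enhancer read-out: after compound pinning and an initial kinetic agonist-mode read, an EC20 of TRH (10 nM final) was injected and fluo-8 calcium signal (Ex 480/Em 530) followed at 1 s/cycle for 100 cycles in TRHR-expressing cells.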
RXFP1 antagonist: qHTS Assay for Antagonists of the Relaxin Receptor RXFP1 | HEK293-RXFP1, relaxin-stimulated cAMP HTRF, 30 min; active compounds read low | activity change, negative = inhibition, % at 57.5 µM | Relaxin receptor 1 (Homo sapiens), Q9HBX9 | 350,000 tested, 0.59% active | AID 1259400, 2018;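 active means activity change of -60% or lower, but not beyond a set lower limit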; further: on the % scale 0 is the no-effect control and ±100 the full control effect
D1 agonist: Allosteric Agonists of the Human D1 Dopamine Receptor: qHTS; AID 504660, 2011; D(1A) dopamine receptor (Homo sapiens), P21728; HEK293 T-REx D1 cells, calcium flux, agonist mode; activation, % at 2 µM; 360,000 tested, 1% active; in the data active means activation above about 30%; further: 0% is about no effect
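Tetracycline-induced HEK293 TREx D1 cells, force-coupled to calcium signalling, were dye-loaded with a no-wash calcium kit. Compound was pin-added after a 10 s baseline. Fluorescence was read kinetically at 1 cycle/s for 180 s, with calcium rises flagged as agonism.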
RXFP1 agonist: qHTS Assay for Agonists of the Relaxin Receptor RXFP1; 370,000 tested, 0.3% active; HEK293T-RXFP1 cAMP TR-FRET, 30 min; response scale: percent of porcine relaxin response, buffer zero; AID 2676, 2010; Potency, µM (doses to about 57.5 µM), for the others: at the top dose activation, usual class: activators; active means well fitted activation curve with a large enough effect; further: potency means the concentration at half of the fitted maximal effect; on the % scale 0 is the no-effect control and ±100 the full control effect; nearly all actives have a fitted effect of over 60% in size; many of its hits are not listed in these tables
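HEK293 cells stably expressing RXFP1, treated 30 min at 37C with compounds plus PDE4 inhibitor Ro 20174; cAMP measured by HTRF TR-FRET. Normalized to buffer and 29 nM porcine relaxin; EC50 by Hill fit.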
D2 agonist: HTS Assay for Allosteric Agonists of the Human D2 Dopamine Receptor: Primary Screen for Agonists; D(2) dopamine receptor (Homo sapiens), P14416; HEK293 T-REx D2 cells, calcium flux agonist mode; activation, % at 2 µM; 340,000 tested, 0.53% active; AID 485358, 2010;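 active means activation over 3 SD above normal in the single-dose calcium agonist read, cut at about 30% in these data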; further: 0% is about no effect
Target sequence (P14416 whole entry, looked up): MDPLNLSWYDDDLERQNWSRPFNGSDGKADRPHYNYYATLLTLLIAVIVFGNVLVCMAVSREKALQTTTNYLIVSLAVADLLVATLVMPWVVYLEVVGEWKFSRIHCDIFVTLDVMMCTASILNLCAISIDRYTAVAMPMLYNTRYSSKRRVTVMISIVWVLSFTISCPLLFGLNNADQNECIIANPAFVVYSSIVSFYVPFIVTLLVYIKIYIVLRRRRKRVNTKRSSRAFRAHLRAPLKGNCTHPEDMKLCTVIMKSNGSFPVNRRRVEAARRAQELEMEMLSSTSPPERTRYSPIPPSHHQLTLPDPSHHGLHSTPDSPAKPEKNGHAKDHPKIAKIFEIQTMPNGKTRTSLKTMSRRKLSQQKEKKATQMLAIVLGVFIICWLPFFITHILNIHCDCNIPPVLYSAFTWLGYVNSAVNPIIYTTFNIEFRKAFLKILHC
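Agonism is scored from calcium flux in a force-coupled, inducible HEK293 cell line expressing D2, read kinetically for 180 s after compound addition against dopamine controls.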
D2 potentiator: HTS Assay for Positive Allosteric Modulators of the Human D2 Dopamine Receptor: Primary Screen for Potentiators; 340,000 tested, 0.34% active; HEK293 T-REx D2, calcium flux, EC20 dopamine potentiation; D(2) dopamine receptor (Homo sapiens), P14416; potentiation, % at 10 µM; AID 485347, 2010;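 active means potentiation over 3 SD above the plate norm, cut at about 30% in these data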; further: 0% is about no effect
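Using a no-wash calcium dye in inducible, force-coupled HEK293 Trex cells expressing D2, we tracked fluorescence each second for 180 s after compound, then for 180 s after EC20 dopamine to detect augmented signalling.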
D2 antagonist: HTS Assay for Allosteric Antagonists of the Human D2 Dopamine Receptor: Primary Screen for Antagonists; HEK293 TREx D2 cells, calcium flux, dopamine EC80; inhibition, % at 10 µM; 340,000 tested, 2% active; AID 485344, 2010; D(2) dopamine receptor (Homo sapiens), P14416; in the data active means inhibition above about 30%; further: 0% is about no effect
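In this primary screen, negative modulation is detected by tracking calcium flux after an EC80 dopamine challenge in inducible HEK293 T-REx D2 cells preexposed to test compound for 180 s.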
The depositor's hits bear a star; . = no result given. The list is partial, so the mix of outcomes need not match the whole.

1	CN(C)CCCNC(=O)CCC1CCCCC1
2	COc1ccc(NS(=O)(=O)NC(=O)c2cn(C)c3ccccc23)cc1
3	CCNC(=O)N1CCC(n2nccc2NC(=O)CCOc2ccccc2)CC1
4	CCOc1ccccc1-n1c(CN2CCN(C(=O)c3ccco3)CC2)nc2ccccc2c1=O
5	Cc1cc(NC(=O)C(C)SCC(=O)NCc2ccc(F)cc2)no1 (stereo not drawn)
6	Cc1nc2c3ccccc3nc(SCC(=O)N3CC(C)CC(C)C3)n2n1 (stereo not drawn)
compound no. | 1 | 2 | 3 | 4 | 5 | 6
D1 antagonist | 18 | 6 | -9 | -19 | -3 | -6
D1 PAM | 0 | -2 | 3 | -10 | -4 | -1
RXFP1 agonist | 2.9% | 1.0% | -0.7% | 0.3% | 2.1% | 1.2%
D2 potentiator | -10 | -5 | 13 | -3 | 8 | -17
D2 agonist | 0.1 | 0.4 | 0.4 | -0.2 | 0.4 | -0.4
D1 agonist | 1 | 0 | 4 | 1 | 2 | -1
D2 antagonist | 7 | -6 | 3 | 15 | 6 | -2
RXFP1 antagonist | -3 | -1 | -26 | 3 | -2 | 7
TRHR PAM | -1 | -5 | -3 | 3 | -4 | -3

7	Cn1cc(SCC(=O)N2CCOCC2)c2ccccc21
8	CCOC(=O)C(Cc1cc(C(C)=O)ccc1OCC)C(=O)OCC
9	COC(=O)C1=CN(Cc2ccc(OC)c(OC)c2)C=C(C(=O)OC)C1c1cccc(O)c1
10	COCCNC(=O)CCCn1c(SCC(=O)c2ccc(Br)cc2)nc2c(sc3ccccc32)c1=O
11	CCCc1cc(=O)[nH]c(Nc2cc(C)ccc2OC)n1
12	CCCc1nnc(SCC(=O)N2CCCCC2C)n1CC1CCCO1 (stereo not drawn)
compound no. | 7 | 8 | 9 | 10 | 11 | 12
D1 antagonist | 3 | 3 | -6 | -22 | 1 | -7
D1 PAM | 4 | -7 | -8 | -2 | 1 | -4
RXFP1 agonist | -0.4% | 1.8% | 6.2% | 0.7% | -0.5% | -0.8%
D2 potentiator | 9 | -1 | 6 | -5 | -26 | 37*
D2 agonist | -0.6 | 0.2 | -1.5 | -1.4 | -0.9 | .
D1 agonist | 12 | 0 | 10 | 0 | -3 | 3
D2 antagonist | -4 | 14 | -3 | . | . | .
RXFP1 antagonist | -2 | -8 | . | 17 | -17 | 0
TRHR PAM | 3 | -4 | 8 | 1 | -3 | -1

Individual results from the list.
In TRHR PAM, #9 is listed with 8
In TRHR PAM, #7 is listed with 3

Next entries follow:
13	CCOC(=O)c1c(N)sc2c1CCCC2
14	CSc1ccccc1-c1nc(-c2ccncc2)no1
15	Cn1c(=O)oc2cc(S(=O)(=O)N3CCN(c4ccccc4)CC3)ccc21
16	Cc1ccc(N(CC(=O)NC(C)C)C(=O)CCC(=O)Nc2nccs2)cc1C
17	COC(=O)CNc1nc(Cl)nc(Nc2ccc(Cl)cc2)n1
18	Cc1ccc(C(=O)O)cc1NC(=S)NC(=O)c1ccc(-c2ccc(Cl)cc2)o1
compound no. | 13 | 14 | 15 | 16 | 17 | 18
D1 antagonist | -3 | -3 | 4 | 2 | 3 | 9
D1 PAM | -4 | 7 | 1 | -1 | -5 | -3
RXFP1 agonist | 0.5% | 10% | 0.5% | 1.4% | 0.9% | 10%
D2 potentiator | 2 | -4 | -9 | 10 | 0 | -2
D2 agonist | 1.2 | 0.8 | 3.5 | 0.0 | -1.8 | -1.2
D1 agonist | 1 | 13 | 10 | 0 | 0 | 0
D2 antagonist | -3 | -3 | 5 | 2 | 19 | -4
RXFP1 antagonist | -1 | -17 | 6 | -9 | -3 | 14
TRHR PAM | 10 | 5 | -8 | -3 | -1 | -1

The final three compounds of the section above come first, to join the parts:
16	Cc1ccc(N(CC(=O)NC(C)C)C(=O)CCC(=O)Nc2nccs2)cc1C
17	COC(=O)CNc1nc(Cl)nc(Nc2ccc(Cl)cc2)n1
18	Cc1ccc(C(=O)O)cc1NC(=S)NC(=O)c1ccc(-c2ccc(Cl)cc2)o1
19	COc1cccc(/C=C2\SC(=S)N(CCC(=O)Nc3ccc(O)cc3)C2=O)c1
20	N#C/C(=C(/O)Cc1cccc2ccccc12)c1nc2ccccc2s1
21	COc1ccc(-c2nnc(NC(=O)Cc3ccccc3)s2)c(OC)c1
22	CC(Oc1ccc(-c2ccccc2)c(F)c1)c1ccn(S(=O)(=O)c2cccc3ccccc23)n1 (stereo not drawn)
23	COc1cccc(NC(=O)CN(C)C(=O)CSC(=S)N2CCCC2)c1
24	Cc1nn(CC(=O)N2CCN(C34CC5CC(CC(C5)C3)C4)CC2)c(C)c1[N+](=O)[O-]
compound no. | 16 | 17 | 18 | 19 | 20 | 21 | 22 | 23 | 24
D1 antagonist | 2 | 3 | 9 | 23 | 6 | -6 | -18 | -22 | 4
D1 PAM | -1 | -5 | -3 | -3 | -5 | 3 | -1 | -1 | 2
RXFP1 agonist | 1.4% | 0.9% | 10% | -0.6% | 23% | 23% | -0.3% | -0.3% | 3.1%
D2 potentiator | 10 | 0 | -2 | 11 | 0 | -6 | 14 | -13 | -5
D2 agonist | 0.0 | -1.8 | -1.2 | 0.6 | 6.4 | -0.1 | 1.4 | 0.2 | -0.2
D1 agonist | 0 | 0 | 0 | 4 | 11 | 4 | 9 | 0 | -4
D2 antagonist | 2 | 19 | -4 | 4 | 15 | 12 | 11 | -7 | 9
RXFP1 antagonist | -9 | -3 | 14 | 4 | 3 | 0 | -11 | -8 | -12
TRHR PAM | -3 | -1 | -1 | 4 | -4 | 0 | -7 | -4 | -1

Two records picked at random from those above, as already listed:
19	COc1cccc(/C=C2\SC(=S)N(CCC(=O)Nc3ccc(O)cc3)C2=O)c1
20	N#C/C(=C(/O)Cc1cccc2ccccc12)c1nc2ccccc2s1
compound no. | 19 | 20
D1 antagonist | 23 | 6
D1 PAM | -3 | -5
RXFP1 agonist | -0.6% | 23%
D2 potentiator | 11 | 0
D2 agonist | 0.6 | 6.4
D1 agonist | 4 | 11
D2 antagonist | 4 | 15
RXFP1 antagonist | 4 | 3
TRHR PAM | 4 | -4

(next part)
25	O=C(COc1ccc(S(=O)(=O)N2CCCCC2)cc1)Nc1ccccc1F
26	O=C(NCc1cccnc1)c1cnc2ccccc2n1
27	COc1ccc(N2CCN(C(=O)Cn3cnc4sc(C)c(S(=O)(=O)N5CCC(C)CC5)c4c3=O)CC2)cc1
28	Cc1nonc1CC(=O)N1CCCC(C(=O)c2ccc(Cl)cc2)C1 (stereo not drawn)
compound no. | 25 | 26 | 27 | 28
D1 antagonist | -4 | 3 | -12 | 4
D1 PAM | 1 | -3 | 0 | -2
RXFP1 agonist | -0.9% | 3.6% | 2.9% | -0.7%
D2 potentiator | 2 | . | 12 | -1
D2 agonist | 0.5 | . | 0.8 | 0.7
D1 agonist | 7 | 0 | 1 | 1
D2 antagonist | 15 | . | . | -7
RXFP1 antagonist | 1 | -34 | -19 | -1
TRHR PAM | 6 | -2 | -3 | -6

Bioassay records (PubChem)
